PfHsp40 yeast = rescue of yeast from PfHsp40 toxicity, primary screen, S. cerevisiae, ATP luminescence; AID 504582, 2011; 340,000 tested, 0.68% active; growth rescue, % at 12.5 µM; S. cerevisiae expressing PfHsp40, growth rescue; in the data active = growth rescue above about 28%, passing the limit was not always enough; inconclusive = no clear call, values can overlap the other calls;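 also: yeast W303a lacking pdr1 and pdr3 grown in galactose medium; growth measured after three days at 30 °C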
3CLpro inhibitor = SARS-CoV 3CLpro protease inhibitors, primary screen, biochemical, quenched FRET. Replicase polyprotein 1ab (Severe acute respiratory syndrome coronavirus), P0C6X7. inhibition, % at 6 µM. recombinant SARS-CoV 3CLpro, quenched FRET peptide cleavage. 290,000 tested, 0.14% active; in the data active = inhibition above about 12%
Anthrax LF prot = Bacillus anthracis LF protease inhibitors, primary screen, biochemical, multiplex microsphere, MLPCN library | Lethal factor (Bacillus anthracis), P15917 | multiplex microsphere protease cleavage assay | inhibition, % at 10 µM | 360,000 tested, 0.12% active; also: plate controls were buffer without enzyme for full effect and enzyme alone for no effect
Target sequence (P15917 whole entry, looked up): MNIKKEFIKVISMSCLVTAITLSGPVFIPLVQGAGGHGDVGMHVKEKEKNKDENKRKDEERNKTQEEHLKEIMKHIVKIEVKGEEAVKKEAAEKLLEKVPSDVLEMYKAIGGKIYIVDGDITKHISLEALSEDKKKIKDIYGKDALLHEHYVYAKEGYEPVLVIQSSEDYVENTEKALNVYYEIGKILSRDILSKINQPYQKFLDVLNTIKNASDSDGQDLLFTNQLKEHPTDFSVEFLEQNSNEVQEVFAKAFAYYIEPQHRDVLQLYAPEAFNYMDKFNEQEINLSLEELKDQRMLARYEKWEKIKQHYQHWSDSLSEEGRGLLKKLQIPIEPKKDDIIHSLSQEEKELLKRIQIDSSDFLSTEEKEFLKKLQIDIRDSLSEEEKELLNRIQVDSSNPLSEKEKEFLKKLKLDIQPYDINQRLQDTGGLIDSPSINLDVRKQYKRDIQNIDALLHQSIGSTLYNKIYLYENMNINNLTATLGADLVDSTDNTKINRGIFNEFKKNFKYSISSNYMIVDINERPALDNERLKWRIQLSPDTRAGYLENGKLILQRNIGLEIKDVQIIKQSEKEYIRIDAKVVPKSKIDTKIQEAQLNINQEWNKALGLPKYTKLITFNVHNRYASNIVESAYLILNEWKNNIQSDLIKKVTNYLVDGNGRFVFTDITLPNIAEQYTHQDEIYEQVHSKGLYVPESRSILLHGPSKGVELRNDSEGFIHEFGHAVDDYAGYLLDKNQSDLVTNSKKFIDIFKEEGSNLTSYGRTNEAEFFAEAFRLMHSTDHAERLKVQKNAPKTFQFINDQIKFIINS
BoNT A protease = BoNT/A light chain protease inhibitors, primary screen, biochemical, flow cytometry, MLPCN library; Botulinum neurotoxin type A light chain protease (Clostridium botulinum A str. ATCC 3502); multiplex microsphere protease substrate cleavage; inhibition, % at 10 µM; 360,000 tested, 0.17% active; also: plate controls were buffer without enzyme for full effect and enzyme alone for no effect
PriA SSB inh = inhibitors of Klebsiella pneumoniae PriA binding to SSB C-terminal tail, primary screen, biochemical, AlphaScreen; AlphaScreen SSBct-PriA binding, biotinylated peptide; 430,000 tested, 0.6% active; AID 1272365, 2023; PriA–SSB C-terminal tail interaction (Klebsiella pneumoniae); inhibition, % at 33 µM; in the data active = inhibition mostly above about 37%, no sharp cut-off; inactive = mostly below about 20%;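 also: plate controls were negative control peptide for no effect and reference peptide for full effect; strong numbers were not always called active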
TcdB inh = TcdB glycohydrolase inhibitors, primary screen, biochemical, single point, plate reader. inhibition, % at 9.99 µM. AID 652162, 2013. TcdB glycohydrolase enzymatic assay. Toxin B (Clostridioides difficile), P18177. 350,000 tested, 0.24% active; in the data active = inhibition above about 10%
BH1578 lux ind = inducers of Vibrio cholerae quorum light production without autoinducers, primary screen, BH1578 luxS cqsA deficient, single point; V. cholerae BH1578 lux reporter, luminescence, 6 h; activation, % at 18.7 µM; 350,000 tested, 0.16% active; in the data active = activation mostly above about 9.7%, no sharp cut-off; inconclusive = no clear call, values can overlap the other calls; inactive = mostly below about 3.7%; also: not every result past the cut was called active; inactives centre near 0; reference of the scale not given here
VHR inh abs = VHR1 phosphatase inhibitors, primary screen, biochemical, absorbance, uHTS; recombinant VHR phosphatase, pNPP absorbance; AID 1654, 2009; 290,000 tested, 0.52% active; inhibition, % at 13.3 µM; in the data active = inhibition above about 50%; also: some compounds called inactive have numbers as strong as hits
Target sequence (P51452 whole entry, looked up): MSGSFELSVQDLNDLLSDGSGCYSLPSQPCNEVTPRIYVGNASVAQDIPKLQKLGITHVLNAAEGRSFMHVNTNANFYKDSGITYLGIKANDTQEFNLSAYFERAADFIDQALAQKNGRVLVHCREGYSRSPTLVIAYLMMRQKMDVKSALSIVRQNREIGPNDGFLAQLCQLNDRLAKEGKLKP
CCHF vOTU inh = CCHFV vOTU protease inhibitors, primary screen, biochemical, Pep-AMC substrate, fluorescence; 370,000 tested, 0.55% active; Crimean-Congo hemorrhagic fever virus L polyprotein viral ovarian tumor (vOTU) protease …; inhibition, % at 11.5 µM; in the data active = inhibition above about 30%; also: 0% = vehicle wells with enzyme and 100% = no enzyme wells
Yp Topo-I inh = Yersinia pestis topoisomerase I inhibitors, primary screen, biochemical, cleavage product accumulation, plate reader, single point; Y. pestis Topo-I cleavage product accumulation; 360,000 tested, 0.064% active; DNA topoisomerase I (Yersinia pestis CO92); AID 504884, 2011; activity, % at 10 µM; in the data active = activity above about 50%, passing the limit was not always enough; inconclusive = no clear call, values can overlap the other calls; also: inactives centre near 2
An asterisk follows results filed as active; i = inactive; ? = inconclusive; nt = no result given. Rule as the data show it, unless noted: active = inhibition above about 30%; inconclusive = no clear call, values can overlap the other calls; inactive = below that. A portion of the library; rates above refer to the full screens.

Compound	PfHsp40 yeast	3CLpro inhibitor	Anthrax LF prot	BoNT A protease	PriA SSB inh	TcdB inh	BH1578 lux ind	VHR inh abs	CCHF vOTU inh	Yp Topo-I inh
ON=C1c2ccccc2-c2cc(Br)ccc21	4.3	nt	-3	0.0	nt	0.9	1.2	nt	16	2
O=[N+]([O-])c1ccc(F)c(N=Cc2ccc(Br)s2)c1	-2.0	3	0	0.7	-9	1.5	0.9	6	0	-2
Cc1cc(CNC(=O)c2cc(COc3ccc(F)c(F)c3)on2)nn1C	0.5	0	-5	-0.7	-6	0.4	-0.1	11	-2	3
Cc1ccc(CNc2nc3ccccc3n2C)cc1	-0.4	3	7	-1.4	-2	1.1	1.4	13	-2	0
CC1CCN(C(=O)CCc2ccc(S(=O)(=O)NC(C)C)cc2)CC1	0.8	-4	1	0.5	-25	nt	i	42	-7	12
Cn1ccnc1/C(=N\NC(=O)c1ccccc1)c1cccc([N+](=O)[O-])c1	3.2	5	-2	-1.5	nt	0.5	2.4	19	16	-12
COc1ccc(C2(O)CC3CCC(C2)N3c2cc(C)nc(-c3ccccc3)n2)cc1 (stereo unspecified)	0.1	1	-3	0.3	3	nt	-0.2	5	-6	-11
CC[n+]1c(P(=O)([O-])c2ccccc2)[nH]c2ccccc21	3.7	1	-6	-0.4	-8	nt	7.1	19	-2	-5
COCCN=C1NN=C(c2ccc(C)c([N+](=O)[O-])c2)CS1	-0.9	-4	-1	-0.2	19	0.6	-0.4	17	5	-4
CCOC(=O)C1(CC2CCCCO2)CCN(Cc2cc3ccccc3[nH]2)CC1 (stereo unspecified)	-0.5	1	0	3.0	10	0.9	i	26	10	-3
O=C(O)c1cc2cccc(S(=O)(=O)N3CCCCC3)c2cc1O	-0.9	-4	-1	1.9	-17	0.9	0.6	5	-22	4
COc1ccccc1NC(=O)CSc1nccc(=O)[nH]1	0.0	2	0	?	-3	-0.5	i	-1	nt	2
CCN(c1ccccc1)c1nc(Cl)nc2c1cnn2C	-3.1	nt	-2	-0.3	1	5.6	5.9	nt	9	5
O=C(CSC(=S)N1CCOCC1)c1ccccc1	-1.1	-4	4	1.3	-8	-4.2	-0.3	-8	-10	6
O=C(NC(=S)Nc1ccc2oc(=O)ccc2c1)c1ccco1	-0.4	1	3	-6.0	5	0.6	i	8	-2	-1
O=C(NCC1CCCO1)c1ccccc1S(=O)(=O)c1ccc([N+](=O)[O-])cc1 (stereo unspecified)	0.0	3	0	-0.1	-9	-2.5	0.4	18	-9	-4
OC1CCCN(C(=S)NCc2ccccc2)C1 (stereo unspecified)	0.3	0	-5	-0.3	-17	2.9	-1.6	-6	-8	2
CC(C)C(OC(=O)c1ccco1)C(=O)NC1CCCCC1 (stereo unspecified)	-1.0	-3	0	-1.0	0	nt	-1.3	21	-3	2
O=c1c(-c2cccc([N+](=O)[O-])c2)[n+]([O-])c2ccccc2n1O	-0.1	0	3	0.2	8	0.2	-0.1	-8	-1	2
COc1ccc2nc(/N=C(\N)NC(=O)C(C)(C)C)nc(C)c2c1	0.0	2	1	0.0	nt	nt	1.0	8	-11	6
COC(=O)c1c(NC(=O)c2ccccc2)sc(C(N)=O)c1C	-1.2	3	-2	-0.7	0	1.9	-0.5	18	-7	5
COc1ccc(CCC(=O)Nc2cccc(S(=O)(=O)N3CCCCCC3)c2)cc1	-0.5	nt	3	6.2	-7	1.4	i	nt	-5	27
C/C(=N\OCC(=O)O)c1ccc(Cl)cc1	-0.5	1	-7	?	nt	-0.3	i	45	0	2
CCCN(CCC)C(=O)C1CC(=O)OC12CCOC(C)(C)C2 (stereo unspecified)	-0.2	1	8	0.1	-3	nt	-0.2	2	2	-3
Cc1[nH]c2ccc(C(=O)OCC(=O)Nc3cccc(S(N)(=O)=O)c3)cc2c1C	0.6	nt	2	3.2	16	0.7	-0.9	nt	3	-10
Cc1cc(C)n(-c2nc3c(c(=O)[nH]c(=O)n3C)n2Cc2ccc(F)cc2)n1	-1.0	0	-7	0.2	-9	nt	0.7	2	-4	3
O=C(Oc1ccc(-c2cnc3ccccc3n2)cc1)c1ccco1	0.5	-4	1	-2.2	-7	nt	i	2	0	3
CCCCn1c(N)c(N(CC(C)C)C(=O)c2ccc(OCC3CCCO3)cc2)c(=O)[nH]c1=O (stereo unspecified)	0.0	nt	7	-0.6	-20	0.6	i	nt	15	4
COc1cc(/C=C2/SC(=S)N(CC3CCCO3)C2=O)ccc1O (stereo unspecified)	-0.3	-4	27	21	51	nt	-0.2	4	0	0
COCCCNC(=S)N1CCN(c2nc(-c3cccc(OC)c3)cs2)CC1	0.3	-4	18	0.7	-29	0.4	-0.6	22	8	33
CNc1nc(-c2c(C)[nH]c3ccc(OC)cc23)cs1	1.4	-6	-26	5.9	12	-0.1	i	7	-11	-3
COc1cccc(CNC(=O)CN(C)S(=O)(=O)c2cccc3cccnc23)c1	-0.8	3	-10	0.6	-11	2.1	-0.6	17	15	3
CCCCn1c(N)c(N(CC(C)C)C(=O)CN(C)S(=O)(=O)c2ccc(C)cc2)c(=O)[nH]c1=O	2.6	nt	nt	nt	1	1.9	i	nt	4	16
COc1cc([N+](=O)[O-])cc2sc(NC(=O)C(C)(C)C)nc12	1.6	-2	-2	0.4	-7	-0.4	-4.2	22	-10	-3
O=C(O)CCc1ccc(-c2ccccc2)n1NC(=O)c1ccco1	-1.4	-3	1	0.3	-15	nt	0.4	-22	7	1
CCc1ccc2nc(NC(=O)CN3C(=O)NC4(CCCC4)C3=O)sc2c1	1.1	nt	-2	-0.1	0	0.1	-7.1	nt	-3	-5
O=C(COC(=O)/C=C/c1cccc(C(F)(F)F)c1)Nc1ccc(Cl)cn1	-1.0	nt	-7	0.1	-14	1.5	i	nt	1	-7
CN1CCN(Cc2nc3ccccc3c(=O)[nH]2)CC1	-1.6	0	2	?	0	0.4	-0.2	10	-1	0
CCOc1cccc(NC(=O)Cc2cccs2)c1	-0.6	3	-6	-0.5	-10	nt	i	30	0	-3
Cc1cc2c3c(c1C)C1(C(=O)N3C(C)(C)CC2C)C(C#N)=C(N)Oc2cc(O)ccc21 (stereo unspecified)	0.3	5	3	0.4	18	nt	1.7	11	4	7
CCS(=O)(=O)c1nc(NC(C)=O)n[nH]1	-0.6	0	3	2.3	-16	nt	i	12	8	-3
CC(C)(C)C1C/C(=C/c2ccco2)C(=O)/C(=C/c2ccco2)C1 (stereo unspecified)	0.7	-1	-2	12	-11	nt	-0.7	8	-6	7
O=[N+]([O-])c1cccc(-c2nc(-c3ccccn3)no2)c1	-0.4	3	-8	-0.4	-13	0.0	-0.5	21	-11	5
C/C(Nc1ccc(F)cc1)=C(/C#N)C(N)=O	-1.3	0	-2	-0.1	-9	nt	i	19	-12	3
c1ccc(Cn2nnnc2C(c2ccccn2)N2CCN(c3ccccc3)CC2)cc1 (stereo unspecified)	1.0	5	-6	0.6	-12	nt	0.8	34	-3	-1
Cc1ccc(-c2csc(N(Cc3ccccc3)C(=O)COc3ccccc3)n2)cc1	-1.1	4	-3	-1.3	-14	nt	-0.4	-11	4	15
CC1CCCN(S(=O)(=O)c2cnc[nH]2)C1 (stereo unspecified)	0.0	-4	-2	-1.1	-17	1.1	0.4	8	-3	0
O=C(CCCNS(=O)(=O)c1ccc(Br)cc1)N1CC[C@@]2(O)CCCC[C@H]2C1	-1.3	-3	1	0.6	-5	nt	i	-18	3	4
Cc1ccc2c(c1)N(C(=O)CCC(=O)N1CCN(c3ccccn3)CC1)CC(C)O2 (stereo unspecified)	0.7	-2	-6	-0.7	-19	0.5	-0.3	-18	-3	24
CN(CC(=O)Nc1cccc(F)c1)C(=O)c1cc(-c2cccs2)nn1-c1ccccc1	-2.2	nt	1	-1.5	-8	-0.4	0.6	nt	10	-2
CC(C)(C)OC(=O)N1CCCC(C(=O)Nc2cccc(C(=O)NCc3ccccc3)c2)C1 (stereo unspecified)	0.2	nt	-2	-0.4	-1	-0.7	-2.8	nt	8	10
Cc1cc(N2CCCC2)ccc1NC(=O)COc1cccc(C(F)(F)F)c1	10	4	-3	-0.5	18	-1.0	-1.6	-13	15	5
C=CCNCc1cc(=O)n2c(-c3ccccc3)csc2n1	0.0	-2	5	-3.8	0	2.2	-0.5	nt	-4	-3
O=C(OC1CC2CC1[C@H]1CCCCN1C2=O)N1CCC(c2ccccc2)CC1 (stereo partly specified)	nt	nt	-1	-0.5	nt	1.5	nt	nt	5	nt
N#C/C(=C(/O)Cc1cccc2ccccc12)c1nc2ccccc2s1	-2.4	-6	3	-0.2	-2	nt	i	2	1	-6
CC(=O)Nc1ccc(CN(C)c2c(C)nc3ccc(C(=O)Nc4ccc(Cl)c(Cl)c4)cn23)cc1	nt	nt	-2	0.1	nt	-0.5	0.6	nt	8	7
COc1ccc(NC(=O)c2ccc(S(=O)(=O)N(C)C)cc2)cc1OC	0.4	-2	4	0.6	-3	nt	-0.1	36	13	-3
CCCNC(=O)COC(=O)c1ccc(Cl)c(S(=O)(=O)N2CCCC2)c1	2.5	-1	-6	0.5	-5	nt	nt	8	6	-1
Cc1cc(C(=O)OCC(=O)c2ccc3c(c2)OCCO3)c(C)o1	2.4	2	-2	-0.8	1	nt	i	14	1	15
COc1ccc2c(CC(=O)OCC(=O)Nc3sc4c(c3C#N)CCC(C)C4)coc2c1 (stereo unspecified)	2.8	0	0	0.0	-8	0.2	-0.3	13	-10	13

Further structures.
Compound	PfHsp40 yeast	3CLpro inhibitor	Anthrax LF prot	BoNT A protease	PriA SSB inh	TcdB inh	BH1578 lux ind	VHR inh abs	CCHF vOTU inh	Yp Topo-I inh
CCOC(=O)C1(Cc2ccccc2C)CCCN(C(=O)c2ccc(COC)o2)C1 (stereo unspecified)	-0.6	-6	0	2.0	1	0.8	-0.4	18	-2	18
CCSc1nnc2ccc(-c3ccc(OC)c(OC)c3)nn12	-0.5	-2	-3	0.0	-15	0.1	i	18	14	6
Cc1ccc(S(=O)(=O)NCCC(=O)Nc2nnc(C3CC3)s2)cc1C	0.4	-7	0	1.2	8	nt	-0.8	22	0	22
CC(OC(=O)/C=C/c1ccco1)C(=O)Nc1cccc([N+](=O)[O-])c1 (stereo unspecified)	0.4	0	1	-0.6	11	-0.7	-0.4	42	-5	-14

Some of the entries above in another layout.
Each structure is followed by: PfHsp40 yeast | 3CLpro inhibitor | Anthrax LF prot | BoNT A protease | PriA SSB inh | TcdB inh | BH1578 lux ind | VHR inh abs | CCHF vOTU inh | Yp Topo-I inh
- CC(OC(=O)/C=C/c1ccco1)C(=O)Nc1cccc([N+](=O)[O-])c1 (stereo unspecified)
  0.4 | 0 | 1 | -0.6 | 11 | -0.7 | -0.4 | 42 | -5 | -14
- CCSc1nnc2ccc(-c3ccc(OC)c(OC)c3)nn12
  -0.5 | -2 | -3 | 0.0 | -15 | 0.1 | i | 18 | 14 | 6
